JMJD2E inh: qHTS Assay for Inhibitors of Human Jumonji Domain Containing 2E (JMJD2E); JMJD2E catalytic domain, FDH-coupled NADH fluorescence (FDH is formaldehyde dehydrogenase); Potency, µM (series often up to 57.1 µM), without a hit: at the top dose activity change, negative = inhibition, hits mostly inhibitors; 230,000 compounds, 1.6% hits; active = well fitted inhibition curve with a large enough effect, not every such curve was filed as active; inconclusive = small, poorly fitted or top-dose-only effect, or another doubt; inactive = no such curve, though single readings can be large or run the other way;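 also: 0% = wells with enzyme and -100% = buffer wells without enzyme; nearly all actives have a fitted effect of over 50% in size; many of its hits are not listed in these tables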
Target sequence (B2RXH2 1-337 limits assumed): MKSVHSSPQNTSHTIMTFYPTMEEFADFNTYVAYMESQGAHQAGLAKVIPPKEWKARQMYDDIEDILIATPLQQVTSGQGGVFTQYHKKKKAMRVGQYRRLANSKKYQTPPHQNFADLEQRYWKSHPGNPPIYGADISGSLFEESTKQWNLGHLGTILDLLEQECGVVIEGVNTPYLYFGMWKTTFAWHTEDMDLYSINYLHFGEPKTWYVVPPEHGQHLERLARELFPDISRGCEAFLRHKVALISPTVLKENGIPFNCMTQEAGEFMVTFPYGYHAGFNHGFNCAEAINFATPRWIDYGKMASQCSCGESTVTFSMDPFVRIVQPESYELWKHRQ
Tau fluor counter: Counterscreen qHTS for Inhibitors of Tau Fibril Formation, Fluorescence Polarization. tau K18 P301L Alexa594 fluorescence, heparin fibrillization. 280,000 compounds, 0.93% hits. Potency, µM (series often up to 57.7 µM), for inactives: top-dose activity change, negative = decrease; also: % is scaled to controls: 0 for no effect and ±100 for the full control effect; nearly all actives have a fitted effect of over 55% in size
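Human tau K18 P301L (15 uM unlabeled, 0.24 uM Alexa 594-labeled) in 100 mM sodium acetate pH 7 with 20 uM heparin, 6 hr at 37 C. ThT 30 uM added, 1 hr ambient; Alexa 594 FP and total fluorescence read at 555/632 nm.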
HTT cytoprotect: qHTS Multiplex Assay to Identify Dual Action Probes in a Cell Model of Huntington: Cytoprotection (ATP); PC12 HTT-Q103 induced, cytoprotection, ATP luminescence, 40 h; Potency, µM (titrated, usually from 56.4 µM), inactives show cytoprotection (ATP increase), hits mostly activators; 230,000 compounds, 0.14% hits;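 also: % of control where 0% means no effect; nearly all actives have a fitted effect of over 45% in size; toxic huntingtin expression switched on by the ecdysone agonist tebufenozide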
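Cells were plated at 1500 per well in phenol red-free DMEM with 5% equine and 5% calf serum. Tebufenozide (100 nM final) and compounds were added, then ATPlite reagent, and luminescence was read.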
Tau FP inhib: qHTS for Inhibitors of Tau Fibril Formation, Fluorescence Polarization. Microtubule-associated protein tau (Homo sapiens), P10636. K18 P301L tau heparin fibrillization, Alexa594 FP, 6 h. Potency, µM (highest dose often 57.7 µM), without a hit: at the highest dose activity, negative = inhibition, actives largely listed as inhibitors. 280,000 compounds, 0.39% hits; also: % is scaled to controls: 0 for no effect and ±100 for the full control effect; nearly all actives have a fitted effect of over 55% in size
Target sequence (P10636 561-689 P618L limits assumed): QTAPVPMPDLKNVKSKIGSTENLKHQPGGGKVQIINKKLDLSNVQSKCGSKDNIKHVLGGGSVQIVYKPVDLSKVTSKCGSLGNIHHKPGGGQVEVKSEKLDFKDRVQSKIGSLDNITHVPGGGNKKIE
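Quantitative HTS format: compounds meet 15 uM recombinant K18 P301L tau and Alexa 594-tau tracer in 100 mM sodium acetate pH 7; 20 uM heparin triggers fibrillization at 37 C over 6 hr; FP gives the signal.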
HTT aggregate: qHTS Multiplex Assay to Identify Dual Action Probes in a Cell Model of Huntington: Aggregate Formation (GFP); PC12 HttQ103-GFP aggregates, Acumen cytometry, 40 h; Potency, µM (doses to about 46.1 µM), for inactives: at the highest dose activity change, negative = inhibition, usual class: inhibitors; 220,000 compounds, 1.1% hits; AID 1688, 2009; also: % is scaled to controls: 0 for no effect and ±100 for the full control effect; nearly all actives have a fitted effect of over 60% in size
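Ecdysone-promoter PC12 model expressing HTT exon 1 Q103 fused to GFP, induced by tebufenozide at 100 nM final. Compounds titrated; aggregates sized 1–25 µm scored on a 488 nm laser cytometer.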
SMN2 splice up: qHTS Assay for Enhancers of SMN2 Splice Variant Expression | HEK293 SMN2-luciferase splicing reporter, luminescence, 30-36 h | Potency, µM (series often up to 46.1 µM), for the others: top-dose activity change, positive = activation, most hits filed as activators | 210,000 compounds, 2.8% hits | AID 1458, 2008; also: % of control where 0% means no effect; nearly all actives have a fitted effect of over 55% in size
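HEK293 cells carry an SMN2 minigene-luciferase reporter in which exon 7 inclusion puts luciferase in frame. Cells were seeded at 2000 cells/well, attached for 10-12 hours, then exposed to compounds for 30-36 hours at 37C before ONE-Glo luminescence.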
ALDH1A1 inh: qHTS Assay for Inhibitors of Aldehyde Dehydrogenase 1 (ALDH1A1); Aldehyde dehydrogenase 1A1 (Homo sapiens), P00352; Purified ALDH1A1, NADH fluorescence, propionaldehyde substrate; Potency, µM (titrated, usually from 75.3 µM), for the others: top-dose activity, negative = inhibition, most hits filed as inhibitors; 220,000 compounds, 7.3% hits; AID 1030, 2008; active = well fitted inhibition curve with a large enough effect, not every such curve was filed as active; inconclusive = small, poorly fitted or top-dose-only effect, or another doubt; inactive = no such curve, though single readings can be large or run the other way;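 also: plate controls were no enzyme wells and a reference inhibitor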
Target sequence (P00352 whole entry, looked up): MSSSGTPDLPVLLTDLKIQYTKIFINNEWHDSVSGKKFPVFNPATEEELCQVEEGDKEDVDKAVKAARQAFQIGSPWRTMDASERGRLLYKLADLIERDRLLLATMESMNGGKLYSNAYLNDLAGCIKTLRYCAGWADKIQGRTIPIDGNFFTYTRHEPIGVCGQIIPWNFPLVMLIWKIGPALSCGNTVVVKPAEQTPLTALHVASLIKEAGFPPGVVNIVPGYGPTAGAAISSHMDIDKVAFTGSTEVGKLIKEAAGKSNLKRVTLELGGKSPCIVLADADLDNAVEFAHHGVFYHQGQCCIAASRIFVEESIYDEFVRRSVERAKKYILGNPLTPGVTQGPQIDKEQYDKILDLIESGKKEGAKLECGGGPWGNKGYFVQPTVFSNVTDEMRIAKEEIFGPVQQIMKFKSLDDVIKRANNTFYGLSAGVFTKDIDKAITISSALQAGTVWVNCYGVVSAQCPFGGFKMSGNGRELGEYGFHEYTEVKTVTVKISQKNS
Tau ThT inhib: qHTS for Inhibitors of Tau Fibril Formation, Thioflavin T Binding; Microtubule-associated protein tau (Homo sapiens), P10636; recombinant tau K18 P301L (four-repeat tau fragment), heparin-induced fibrillization, ThT fluorescence; Potency, µM (doses to about 57.4 µM), without a hit: at the highest dose activity, negative = inhibition, hits mostly inhibitors; 270,000 compounds, 2.1% hits; AID 1460, 2008; also: % is scaled to controls: 0 for no effect and ±100 for the full control effect; nearly all actives have a fitted effect of over 55% in size
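In this qHTS, human K18 P301L tau is incubated with compound and heparin for 6 hr at 37 C, and Thioflavin T fluorescence then reports fibril load.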
Active calls of the source: *; ? = inconclusive; · = not tested or not shown; [ ] = dose if it differs, or a comment. Unless noted, calls follow the shape of the dose curve; as a rule, active = well fitted curve in the direction sought with a large enough effect; inconclusive = small, poorly fitted or top-dose-only effect, or another doubt; inactive = no such curve, though single readings can be large; an effect the other way counts as inactive or inconclusive. Potency is read from the fitted curve at half-maximal effect. These rows are one share of the data. The share of hits here may be higher or lower than overall.

The opening 2 entries, ahead of the listing:
SMILES	JMJD2E inh	Tau fluor counter	HTT cytoprotect	Tau FP inhib	HTT aggregate	SMN2 splice up	ALDH1A1 inh	Tau ThT inhib
Brc1ccc(-c2csc3ncnc(-n4nnc5ccccc54)c23)cc1	15%	3%	?	3%	0%	12%	?	10%
COC(=O)C(C(=O)Nc1ccccc1C)C1CCCCCC1 (stereo unspecified)	10%	-12%	-35%	-4%	5%	·	6%	-5%

Main list, previewed entries included:
SMILES	JMJD2E inh	Tau fluor counter	HTT cytoprotect	Tau FP inhib	HTT aggregate	SMN2 splice up	ALDH1A1 inh	Tau ThT inhib
Brc1ccc(-c2csc3ncnc(-n4nnc5ccccc54)c23)cc1	15%	3%	?	3%	0%	12%	?	10%
COC(=O)C(C(=O)Nc1ccccc1C)C1CCCCCC1 (stereo unspecified)	10%	-12%	-35%	-4%	5%	·	6%	-5%
COc1ccc(NC(=O)CCCCn2c(=O)[nH]c3ccccc3c2=O)cc1	1%	-12%	-26%	2%	-7%	-17%	-4%	-11%
Cc1nc(NCCc2ccccc2F)c(C#N)c(C)c1[N+](=O)[O-]	-5%	-20%	14%[10 µM]	-10%	-6%	-27%	14µM*	-13%
CCCSc1ncc(Cl)c(C(=O)Nc2ccc(S(=O)(=O)N3CCC(C)CC3)cc2)n1	·	?	·	-11%	·	?	·	-6%
CC(O)(C#CCN1CCCC1)c1ccccc1 (stereo unspecified)	-1%	4%	-5%	0%	-10%	-17%	-4%	3%
CCN(Cc1nc(-c2cccc(Cl)c2)no1)CC1CCCO1 (stereo unspecified)	8%	-3%	-2%	6%	9%	·	-2%	-1%
Cc1cccc(NC(=O)CSc2ccc(-c3cccs3)nn2)c1C	0%	-12%	10%[10 µM]	-15%	-7%	7%	0%	-10%
O=C(COc1ccccc1)Nc1nnc(C23CC4CC(CC(C4)C2)C3)s1	6%	-15%	·	-8%	-3%	14%	0%	-4%
COc1ccc(NC(=S)Nc2ccccn2)c(OC)c1	-6%	-12%	4%[10 µM]	3%	9%	11µM*	?	?
Cc1cccc(C(=O)N(Cc2ccccc2F)C2CCS(=O)(=O)C2)c1 (stereo unspecified)	·	-4%	·	-5%	·	1%	·	3%
COc1ccc(C(=O)c2cn(Cc3cccc(C)c3)c3cc4c(cc3c2=O)OCCO4)cc1OC	·	-4%	·	-2%	·	-3%	·	-9%
CCc1ccccc1N1C(=O)C2C3CC(=O)C(c4ccccc43)C2C1=O (stereo unspecified)	2%	6%	·	0%	·	4%	3%	-5%
CCOC(=O)c1c(NC(=O)COc2ncnc3sccc23)sc2c1CCC2	-2%	8%	4%	-2%	14%[9.22 µM]	-3%	12%	1%
CS(=O)(=O)N(Cc1ccccc1)c1ccc(C(=O)NCc2cccnc2)cc1	-3%	-9%	32%	-7%	4%	-10%	-2%	-5%
CCc1cccc(C)c1NC(=O)CN1C(=O)c2cccc3cccc1c23	·	8%	·	2%	·	-7%	·	10%
CN(c1c(C#N)c(C(F)(F)F)nn1C)N(S(C)(=O)=O)S(C)(=O)=O	0%	13%	8%[10 µM]	5%	-4%	7%	5%	5%
CCOc1ccc(NC(=O)C(C)Oc2ccccc2C(=O)Nc2ccc(C)c(Cl)c2)cc1 (stereo unspecified)	0%	?	-27%	?	?	15%	-11%	-5%
Cc1cc2oc(C(=O)Nc3ccc(S(=O)(=O)N4CCC(C)CC4)cc3)cc(=O)c2cc1C	·	0%	·	-7%	·	3%	·	11%
CC(=O)Nc1ccc(SCC(=O)c2cc(C)n(CC(F)(F)F)c2C)cc1	-3%	-19%	-20%	-5%	8%	-5%	20µM*	-9%
CC(C)(C)c1ccc(NC(=O)NCc2ccco2)cc1	2%	-22%	-34%	-6%	-10%	23%	-7%	-7%
Cn1cc(SCC(=O)Nc2ccc3c(c2)OCCO3)c2ccccc21	0%	-10%	-6%[10 µM]	-3%	-4%	2%	-6%	-14%
Cc1ccc(S(=O)(=O)c2c(N)n(CCC(C)C)c3nc4ccccc4nc23)cc1	?	?	?	?	-5%[1.84 µM]	6%	?	-19%
Nc1c(NCc2ccccc2F)c(=O)[nH]c(=O)n1Cc1ccccc1	?	-10%	4%[10 µM]	?	2%	-16%	-3%	?
CCCCCCn1c(CNC(=O)c2ccccc2)nc2ccccc21	·	-17%	·	-5%	·	2%	·	-18%

(continued)
SMILES	JMJD2E inh	Tau fluor counter	HTT cytoprotect	Tau FP inhib	HTT aggregate	SMN2 splice up	ALDH1A1 inh	Tau ThT inhib
CS(=O)(=O)N1CCN(C(=O)c2cc(-c3cccs3)nc3ccccc23)CC1	?	-4%	-25%	-7%	-28%	1%	?	-9%
O=C(Nc1cc(SCCO)cc([N+](=O)[O-])c1)c1ccco1	9%	-10%	6%[10 µM]	0%	14%	-18%	-7%	-10%
Cc1ccc(-n2ccnc2SCC(=O)O)c(C)c1	-1%	4%	8%	7%	4%	19%	-17%	-5%
O=C(c1ccco1)N1CCN(S(=O)(=O)c2cccc([N+](=O)[O-])c2)CC1	-2%	0%	-24%[10 µM]	-10%	-6%[9.22 µM]	·	-13%	7%
CC(=O)c1ccc(NC(=O)C2CCCN2S(=O)(=O)c2cccc3cccnc23)cc1 (stereo unspecified)	-1%	-13%	4%	1%	12%	7%	?	-12%
CCN(CC)CCCNC(=O)c1ccccc1C	-1%	-3%	-1%	-5%	-7%	-1%	4%	-5%
O=[N+]([O-])c1ccc(NC(=S)N2CCc3ccccc3C2)cc1	2%	?	26%[0.074 µM]	-12%	-9%	?	?	?
CC(C)CN(C(=O)COC(=O)CNC(=O)c1ccc(Cl)cc1)C1CCS(=O)(=O)C1 (stereo unspecified)	-8%	-1%	-1%	?	7%	0%	1%	1%
Cc1cccc(N2CCN(C(=O)c3cc(C)oc3C)CC2C)c1 (stereo unspecified)	-1%	-4%	?	-3%	-12%	-7%	11%	-9%
COc1ccc(/C(C#N)=C/c2ccccn2)cc1	?	-26%	-26%[10 µM]	-5%	-12%[9.22 µM]	·	·	?
Cc1ccccc1-n1c(C)cc(/C=C(\C#N)C(=O)NCC2CCCO2)c1C (stereo unspecified)	-10%	-1%	-45%[10 µM]	5%	17%	-7%	14µM*	-7%
Cc1ccc(OCCCn2c(CCNC(=O)C3CCCCC3)nc3ccccc32)c(C)c1	·	-3%	·	2%	·	2%	·	-7%
C=CCc1cccc(C2NC(C(=O)O)CCC2C)c1 (stereo unspecified)	·	-6%[11.6 µM]	8%[10 µM]	-11%[11.6 µM]	·	·	5%[13.5 µM]	-7%[11.5 µM]
C=CCSc1nnc(NC(=O)Cn2cnc3c2c(=O)n(C)c(=O)n3C)s1	4%	-1%	-23%	6%	-6%	-9%	?	-1%
CCCCCCN(C(=O)CCCCCN1C(=O)NC(c2ccc3ccccc3c2)C(C(=O)OCc2ccccc2)=C1C)C(C(=O)NCCCC)c1ccc(OCC(=O)OC)c(C(=O)OC)c1 (stereo unspecified)	-11%	-14%	-8%	3%	·	-9%	-8%	?
CN(C)CCNC(=O)CN1C(=O)COc2ccc(S(=O)(=O)N3CCCC3)cc21	·	0%	·	5%	·	26%	·	-1%
Nc1c(C(=O)Nc2ccc(F)cc2)sc2nc(-c3cccs3)cc(C(F)(F)F)c12	·	-24%	·	-14%	·	1%	·	?
Cc1cccc(NS(=O)(=O)c2cc(C(=O)N3CCOCC3)ccc2Cl)c1	-3%	-12%	·	-15%	25%	15%	-4%	-2%
COc1cccc(OC)c1C(=O)N1CCN=C1SCc1cccnc1	2%	-8%	17%	6%	-4%	-6%	7%	-15%
COc1ccc(-n2c(SCc3nnc(-c4ccccc4)o3)nnc2-c2ccccc2)cc1	6%	1%	-17%	9%	22%	-8%	-2%	-7%
CC(C)CC(=O)N1CCN(S(=O)(=O)c2ccc(F)cc2)CC1	-3%	-2%	-13%[10 µM]	-5%	-19%	-2%	?	-3%
CC(C)CC(c1nnnn1C(C)(C)C)N1CCN(Cc2ccccc2)CC1 (stereo unspecified)	0%	4%[2.34 µM]	-11%[10 µM]	-5%[2.34 µM]	-9%[9.22 µM]	·	-6%	0%
O=C(Nc1nc2nccc(-c3ccccc3)n2n1)C(Cl)(Cl)Cl	?	-4%	20%[10 µM]	-5%	?	21%	?	-5%
O=C(NCc1ccc2c(c1)OCO2)O[C@@H]1C(=O)c2cc(Br)ccc2O[C@H]1c1ccc2c(c1)OCO2	-8%	-17%	-9%	-12%	·	11%	-4%	1%
CC1CCCCN1CCNC(=O)c1cnn2ccccc12 (stereo unspecified)	?	-2%	-1%	6%	1%	5%	?	-6%

Next part:
SMILES	JMJD2E inh	Tau fluor counter	HTT cytoprotect	Tau FP inhib	HTT aggregate	SMN2 splice up	ALDH1A1 inh	Tau ThT inhib
Cc1ccc(-c2cn3cc(C)ccc3n2)cc1	?	-10%	-272%[inhibitor]	0%	-2%	-86%[inhibitor]	?	-15%
O=C(NC(=S)Nc1ccc(N2CCN(C(=O)c3ccccc3)CC2)cc1)c1cccs1	4%	?	9%[10 µM]	13%	?	-51%[inhibitor]	?	?
CCc1ccc(C(=O)CC2(O)C(=O)N(CCc3ccccc3)c3ccc(Cl)cc32)cc1 (stereo unspecified)	·	-16%	·	5%	·	-11%	·	-9%
N/C(=N\c1nc2c(c(=O)[nH]1)CCCC2)Nc1ccccc1Sc1ccccc1	-2%	-23%	12%[10 µM]	-17%	?	-27%	-5%	-7%
COc1ccc(S(=O)(=O)NN(C)C(=O)c2nn(-c3ccccc3)ccc2=O)cc1	-7%	-1%	-33%[inhibitor]	0%	5%	·	?	-9%
N#Cc1ccc(N2CCOCC2)c([N+](=O)[O-])c1	3%	3%	-8%	4%	-9%	-7%	16%	-5%
O=C(Cn1ncc2c3ccccc3n(Cc3cccc(Cl)c3)c2c1=O)N1CCCCCC1	·	-6%	·	2%	·	-15%	·	-2%
O=C(CCSc1nccn1Cc1ccccc1)N1CCOCC1	3%	8%	-4%[10 µM]	1%	5%	25%	11%	9%

Source: PubChem BioAssay
